Assay outcomes as filed in PubChem BioAssay.
LGR2 inh = inhibitors of bursicon-induced LGR2 CRE-luciferase signal, primary screen, cell-based, HEK293, CRE-luciferase reporter, bursicon stimulation. 0.35% of 380,000 active. Drosophila bursicon receptor LGR2 (rickets). inhibition, % at 9.99 µM. bursicon-stimulated, 4 h;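 active means drop in luminescence signal, shown as inhibition above about 50% in the replicate tests, limit read from the data, passing the limit was not always enough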;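 further: agonist challenge used bursicon conditioned medium at about half maximal strength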
Cneo AK release = Cryptococcus neoformans cell lysis inducers, primary screen, AK release luminescence, single concentration | 0.2% of 360,000 active | AID 651654, 2012 | C. neoformans lysis, adenylate kinase release luminescence, 4 h; normalised: neutral wells 0, clomiphene wells 100 | lysis activity, % at 15 µM;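 active means mean lysis activity across replicates of at least 80%, whatever share of replicates individually reach that level; inactive means mean lysis activity below 80%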
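Material: C. neoformans cells; Schedule: 4 h static compound exposure, 37 °C, read 1 h post-reagent; Measured by: adenylate kinase release luminescence; Read-out: signal increase indicating cell lysis; Controls: Clomiphene as positive lysis control.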
PGC1a acetyl inh = inhibitors of PGC1a acetylation signal, primary screen, cell-based, U2OS, AlphaScreen, inhibitor mode | AlphaScreen anti-acetyl-lysine; with virally co-expressed GCN5 acetyltransferase | inhibition, % at 15.6 µM | 0.17% of 350,000 active | AID 651687, 2012;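 active means every replicate shows inhibition of at least 40%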;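 further: 0% = neutral control wells and 100% = positive control wells; some results beyond the cut were filed as inactive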
S100A4 MyoIIA = inhibitors of S100A4-myosin IIA peptide binding, primary screen, biochemical, fluorescence polarization, TAMRA-MyoIIA peptide. inhibition, % at 10.7 µM. 0.14% of 360,000 active. AID 652163, 2013;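 active means mean inhibition of at least 70% across replicates, with every replicate also reaching that level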
Target sequence (P26447 whole entry, looked up): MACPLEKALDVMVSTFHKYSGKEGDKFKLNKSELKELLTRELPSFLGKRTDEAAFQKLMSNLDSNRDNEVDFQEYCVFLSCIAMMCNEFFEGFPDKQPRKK
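Test system – S100A4 monomer (human) · Compound – single-point compound testing · Schedule – 5 min incubation before reading · Probe or stimulus – TAMRA-labelled myosin IIA heavy-chain peptide probe, 5 nM · Benchmarks – neutral control DMSO, positive control TFP · Medium – Calcium-containing HEPES buffer, pH 7.2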
Statin myotox sup = suppressors of statin myotoxicity in C2C12 myotubes, primary screen, cell-based, single point, plate reader. C2C12 myotubes + simvastatin, ATP luminescence, 48 h; scaled: DMSO 0, geranylgeraniol control 100. AID 602340, 2012. rescue of ATP level, % at 7.49 µM. 0.78% of 330,000 active;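 active means mean ATP rescue above about 67%, or every replicate alone reaching that limit, limit read from the data, passing the limit was not always enough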;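 further: myotubes were challenged with 10 µM simvastatin during compound exposure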
ERAP1 inh = human ERAP1 aminopeptidase inhibitors, primary screen, biochemical, single point, plate reader. Endoplasmic reticulum aminopeptidase 1 (Homo sapiens), Q9NZ08. recombinant ERAP1, Leu-AMC fluorescence, 60 min. inhibition, % at 10.7 µM. 0.15% of 340,000 active;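 active means mean replicate inhibition of at least 30%, or all replicates individually reaching that 30% level; inactive means mean below 30% and not every replicate reaching it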;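 further: 0% = neutral control wells and 100% = L-leucinethiol positive control wells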
SIRT5 inh = SIRT5 desuccinylase inhibitors, primary screen, biochemical, fluorescence imaging, single point, set 5. NAD-dependent protein deacylase sirtuin-5, mitochondrial (Homo sapiens), Q9NXA8. Purified SirT5, succinyl-peptide AMC, trypsin-coupled fluorescence. inhibition, % at 15 µM. 1.1% of 330,000 active. AID 652115, 2013; in the data active means inhibition above about 15%
Target sequence (Q9NXA8 whole entry, looked up): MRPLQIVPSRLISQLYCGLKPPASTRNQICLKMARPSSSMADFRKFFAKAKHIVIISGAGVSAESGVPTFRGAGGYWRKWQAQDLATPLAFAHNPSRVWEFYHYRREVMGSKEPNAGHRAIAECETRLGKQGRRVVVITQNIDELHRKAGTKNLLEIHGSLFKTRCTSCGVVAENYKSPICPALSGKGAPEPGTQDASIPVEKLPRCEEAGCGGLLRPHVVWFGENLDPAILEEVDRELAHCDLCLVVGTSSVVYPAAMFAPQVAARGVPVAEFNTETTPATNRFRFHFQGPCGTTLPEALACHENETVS
XiGFP reactiv = activators of inactive X chromosome reactivation, primary screen, imaging, XiGFP fibroblasts, GFP high-content imaging, set 2; AID 743238, 2013; XiGFP mouse fibroblasts, % GFP-positive cells imaging, 3 d; cells co-treated with 5-aza-dC sensitizer; scaled so ellipticine positive control = 100%; activation, % at 7.58 µM; 0.055% of 360,000 active;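 active means mean normalized replicate activation at least 10% and every replicate at or above 10%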;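 further: 0% = median of on-plate neutral control wells and 100% = ellipticine 6 µM median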
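System: 68-5-11 XiGFP fibroblast line | Buffer or medium: DMEM containing 5-aza-dC | Compound: Single point | Times: Compounds 3 days, fix/stain 15 min at room temperature | Benchmarks: Positive control ellipticine, 6 µM final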
Active calls of the source: *; / = not tested or not shown. A portion of the library (hit frequency here may not be typical).

(1) CC(C)(C)CNc1cc(N2CCOCC2)ccc1[N+](=O)[O-]
(2) Cc1ccc(S(=O)(=O)N2CCCC(N3CCOCC3)C2)cc1Cl (stereo not drawn)
(3) C[C@@H]1CCCCO[C@@H](CN(C)C(=O)Nc2ccccc2)[C@H](C)CN([C@@H](C)CO)C(=O)c2cc(NS(=O)(=O)c3ccc(Cl)cc3)ccc2O1
(4) C[C@@H]1CN([C@H](C)CO)C(=O)Cc2cc(NC(=O)CCN3CCOCC3)ccc2O[C@H]1CN(C)C
(5) CC(=O)Nc1ccc(SCC(=O)Nc2ccccc2N2CCOCC2)cc1
(6) COC(=O)C[C@@H]1C[C@H]2c3cc(NC(=O)CN(C)C)ccc3O[C@H]2[C@@H](CO)O1
(7) CCOc1ccccc1NC(=O)CN(c1ccc(OC)c(OC)c1)S(=O)(=O)c1ccc(C)cc1
(8) C[C@@H]1CN([C@@H](C)CO)C(=O)c2cccc(NC(=O)Nc3cccc4ccccc34)c2O[C@@H]1CN(C)Cc1ccc(C(=O)Nc2ccccc2N)cc1

assay / entry	1	2	3	4	5	6	7	8
LGR2 inh	-14	/	12	11	20	-13	1	2
Cneo AK release	3	0	2	0	3	-4	2	/
PGC1a acetyl inh	5	3	-5	0	20	12	-13	-24
S100A4 MyoIIA	-1	4	7	3	12	35	-6	-18
Statin myotox sup	-9	-7	/	-4	7	-7	15	/
ERAP1 inh	1	1	1	0	-1	-3	-1	/
SIRT5 inh	2	-3	7	/	/	-3	/	4
XiGFP reactiv	0.0	0.3	0.0	-0.1	0.0	0.0	0.0	-0.6

(9) COc1ccc(S(=O)(=O)N(C)C[C@H]2OCCCC[C@@H](C)Oc3ccc(NC(=O)Nc4ccc(C(F)(F)F)cc4)cc3C(=O)N([C@H](C)CO)C[C@H]2C)cc1
(10) Cc1cccc(-c2cc(C(=O)Nc3cccnc3)c3ccccc3n2)c1
(11) CC(/C=N/NC(=O)c1cccnc1)=C\c1ccccc1
(12) CCCOP(=O)(c1ccc(N(C)C)cc1)C(O)c1cc(OC)ccc1OC (stereo not drawn)
(13) CCOC(=O)N(C)[C@H]1C[C@H]2c3[nH]c4c(-c5ccccc5)cccc4c3CCN2C(=O)[C@H]1[C@H](C)O
(14) Cc1ccc(NC(=O)CCNC(=O)Cn2cnc3ccccc3c2=O)cc1F
(15) COc1ccc(-c2ccc(SCc3cccnc3)nn2)cc1OC
(16) COc1cc(NS(=O)(=O)c2ccc(NC(C)=O)cc2)ncn1

assay / entry	9	10	11	12	13	14	15	16
LGR2 inh	22	-10	-44	4	2	3	-44	3
Cneo AK release	-3	-4	/	/	/	-4	/	2
PGC1a acetyl inh	-4	-10	-14	/	/	/	-5	5
S100A4 MyoIIA	-4	1	-4	5	14	-2	1	/
Statin myotox sup	-204	4	-6	-1	/	11	/	0
ERAP1 inh	-1	-5	-3	-2	2	0	-1	/
SIRT5 inh	0	1	3	-4	0	-3	-3	/
XiGFP reactiv	-0.8	0.0	0.2	0.2	0.6	0.1	0.0	/

(17) CC1(C(=O)NS(=O)(=O)c2ccc(Br)cc2)CCN1C(=O)c1cccc(F)c1 (stereo not drawn)
(18) O=C(N/N=C/c1ccccc1[N+](=O)[O-])c1cnccn1
(19) COc1ccc(C(CNC(=O)COc2ccc(F)cc2Cl)N2CCCCC2)cc1 (stereo not drawn)
(20) CCOC(=O)c1c(-c2ccccc2)oc2ccc(O)cc12
(21) CCOC(=O)CSc1c(-c2ccccc2)c2cc(Cl)ccc2[nH]c1=O
(22) COc1ccc(NC(=O)CN(C)S(=O)(=O)c2ccc3c(c2)n(C)c(=O)c(=O)n3C)cc1
(23) O=C(NC1C/C(=N/O)c2cc3c(cc21)OCO3)C(F)(F)F (stereo not drawn)
(24) O=C(O)c1cc(-c2ccccc2)n(-c2ccc(Cl)cc2)n1

assay / entry	17	18	19	20	21	22	23	24
LGR2 inh	-1	-7	6	9	-8	14	5	8
Cneo AK release	1	/	1	5	1	-1	/	/
PGC1a acetyl inh	-5	3	-1	/	/	-8	-24	-8
S100A4 MyoIIA	-3	2	-10	0	0	-6	0	-2
Statin myotox sup	6	/	2	6	/	16	/	/
ERAP1 inh	-4	3	1	-4	-7	0	-1	0
SIRT5 inh	-1	6	-2	1	1	-2	-2	-1
XiGFP reactiv	0.0	0.2	0.0	0.1	0.1	0.0	0.0	0.1

Exported bar-delimited: three of the compounds above.
nr | compound | LGR2 inh | Cneo AK release | PGC1a acetyl inh | S100A4 MyoIIA | Statin myotox sup | ERAP1 inh | SIRT5 inh | XiGFP reactiv
18 | O=C(N/N=C/c1ccccc1[N+](=O)[O-])c1cnccn1 | -7 | / | 3 | 2 | / | 3 | 6 | 0.2
19 | COc1ccc(C(CNC(=O)COc2ccc(F)cc2Cl)N2CCCCC2)cc1 (stereo not drawn) | 6 | 1 | -1 | -10 | 2 | 1 | -2 | 0.0
20 | CCOC(=O)c1c(-c2ccccc2)oc2ccc(O)cc12 | 9 | 5 | / | 0 | 6 | -4 | 1 | 0.1

Additional compounds:
(25) COc1ccc(S(=O)(=O)NC(=O)C2(C)CCN2C(=O)C2(c3ccccc3)CCCC2)cc1 (stereo not drawn)
(26) CNC(=O)COc1ccc(S(=O)(=O)Nc2ccc(C)cc2)cc1
(27) O=C(c1cn[nH]c1)N1CCc2c([nH]c3ccccc23)C1c1c(F)cccc1Cl (stereo not drawn)
(28) CC(OC(=O)C1=COCCO1)C(=O)c1ccc(Br)cc1 (stereo not drawn)
(29) C/C=C/c1ccc2c(c1)O[C@H](CN(C)C(=O)Cc1ccccc1)[C@H](C)CN([C@@H](C)CO)S2(=O)=O
(30) O=C(/C=C/c1ccc(Cl)cc1)NCc1ccco1
(31) C[C@@H]1CCCCO[C@@H](CN(C)C(=O)Nc2ccc3c(c2)OCO3)[C@H](C)CN([C@H](C)CO)C(=O)c2cc(N(C)C)ccc2O1
(32) CCOC(=O)c1ccc(NCCc2ccc(OC)c(OC)c2)c(N)c1

assay / entry	25	26	27	28	29	30	31	32
LGR2 inh	5	4	28	/	-10	-23	16	-3
Cneo AK release	7	/	/	3	5	/	/	-2
PGC1a acetyl inh	/	/	-9	0	-2	/	7	8
S100A4 MyoIIA	-6	1	-2	0	-4	-17	/	-1
Statin myotox sup	-11	-1	15	1	-3	/	37	25
ERAP1 inh	1	2	-5	-2	1	5	/	-3
SIRT5 inh	/	-4	2	2	-5	1	/	-1
XiGFP reactiv	0.0	0.1	0.0	0.0	-0.5	0.2	-1.1	0.0

Rewritten with each value named: entries from further up.
#27 O=C(c1cn[nH]c1)N1CCc2c([nH]c3ccccc23)C1c1c(F)cccc1Cl (stereo not drawn)
- LGR2 inh: 28
- Cneo AK release: /
- PGC1a acetyl inh: -9
- S100A4 MyoIIA: -2
- Statin myotox sup: 15
- ERAP1 inh: -5
- SIRT5 inh: 2
- XiGFP reactiv: 0.0

#31 C[C@@H]1CCCCO[C@@H](CN(C)C(=O)Nc2ccc3c(c2)OCO3)[C@H](C)CN([C@H](C)CO)C(=O)c2cc(N(C)C)ccc2O1
- LGR2 inh: 16
- Cneo AK release: /
- PGC1a acetyl inh: 7
- S100A4 MyoIIA: /
- Statin myotox sup: 37
- ERAP1 inh: /
- SIRT5 inh: /
- XiGFP reactiv: -1.1

#28 CC(OC(=O)C1=COCCO1)C(=O)c1ccc(Br)cc1 (stereo not drawn)
- LGR2 inh: /
- Cneo AK release: 3
- PGC1a acetyl inh: 0
- S100A4 MyoIIA: 0
- Statin myotox sup: 1
- ERAP1 inh: -2
- SIRT5 inh: 2
- XiGFP reactiv: 0.0

#29 C/C=C/c1ccc2c(c1)O[C@H](CN(C)C(=O)Cc1ccccc1)[C@H](C)CN([C@@H](C)CO)S2(=O)=O
- LGR2 inh: -10
- Cneo AK release: 5
- PGC1a acetyl inh: -2
- S100A4 MyoIIA: -4
- Statin myotox sup: -3
- ERAP1 inh: 1
- SIRT5 inh: -5
- XiGFP reactiv: -0.5

Profiles, quoted from the list. Values in the order: LGR2 inh, Cneo AK release, PGC1a acetyl inh, S100A4 MyoIIA, Statin myotox sup, ERAP1 inh, SIRT5 inh, XiGFP reactiv
CC(OC(=O)C1=COCCO1)C(=O)c1ccc(Br)cc1 (stereo not drawn) in the list: /, 3, 0, 0, 1, -2, 2, 0.0
C[C@@H]1CCCCO[C@@H](CN(C)C(=O)Nc2ccc3c(c2)OCO3)[C@H](C)CN([C@H](C)CO)C(=O)c2cc(N(C)C)ccc2O1 in the list: 16, /, 7, /, 37, /, /, -1.1
CCOC(=O)c1ccc(NCCc2ccc(OC)c(OC)c2)c(N)c1 in the list: -3, -2, 8, -1, 25, -3, -1, 0.0

New compounds follow:
(33) CCOC(=O)c1c(C)c(C(=O)N2CCCCCC2)c(C)n1CC
(34) Cc1cc(Cl)ccc1C(=O)C1CCCN(C(=O)c2snnc2C)C1 (stereo not drawn)
(35) COc1ccc(-n2ccnc(SCC(=O)NCc3ccc(C)cc3)c2=O)cc1Cl
(36) O=C(Nc1cccc(F)c1)N[C@@H]1CC[C@@H](CCn2cc(Cc3ccccc3)nn2)O[C@H]1CO
(37) CCC(=O)N(C)C[C@@H]1Oc2cc(C#C[C@H](C)O)ccc2S(=O)(=O)N([C@@H](C)CO)C[C@H]1C
(38) CN(C(=O)CCn1c(=S)oc2ccccc21)c1ccc(F)cc1
(39) CC(C)NC(=O)Nc1cccc2c1O[C@H](CN(C)C(=O)Nc1ccc(F)cc1)[C@H](C)CN([C@H](C)CO)C2=O
(40) CN(C)C(=O)COc1ncnc2sc(-c3ccccc3)cc12

assay / entry	33	34	35	36	37	38	39	40
LGR2 inh	-5	0	-8	5	14	17	-30	-20
Cneo AK release	/	/	-1	0	12	/	52	-1
PGC1a acetyl inh	-6	11	/	-4	5	/	1	4
S100A4 MyoIIA	-3	-5	-7	11	0	-1	-5	-12
Statin myotox sup	31	/	-4	14	6	/	-23	0
ERAP1 inh	-8	0	0	-1	4	-7	-2	-5
SIRT5 inh	-2	1	-2	2	2	2	-3	-1
XiGFP reactiv	/	0.2	0.0	-0.4	-0.6	0.1	-1.0	0.0

(41) Cc1ccc(S(=O)(=O)NC(CC(C)C)C(=O)NCC(c2ccco2)N2CCCCC2)cc1 (stereo not drawn)
(42) CCCCNC(=O)C1c2ccccc2OCC(=O)N1Cc1ccccc1 (stereo not drawn)
(43) O=C(O)C[C@@H]1C[C@H]2c3cc(NC(=O)Cc4ccncc4)ccc3O[C@H]2[C@H](CO)O1
(44) Cc1c([N+](=O)[O-])c(C(=O)Nc2ccc3c(c2)OCCO3)nn1C
(45) CC(C)CCN(C(=O)c1ccc(Br)cc1)c1c(N)n(Cc2ccccc2)c(=O)[nH]c1=O

assay / entry	41	42	43	44	45
LGR2 inh	/	10	-9	-19	1
Cneo AK release	-3	/	3	-1	1
PGC1a acetyl inh	12	/	1	-9	5
S100A4 MyoIIA	-2	-4	-11	13	1
Statin myotox sup	-7	/	4	/	12
ERAP1 inh	4	/	-2	8	-6
SIRT5 inh	-4	0	2	-2	-4
XiGFP reactiv	/	-0.1	0.0	/	0.2
